Bioassay records as filed in PubChem.
POLI inh: DNA polymerase iota (human) inhibition; Pol iota fluorescent replication assay, 10 min; 390,000 tested, 1% active; Potency, µM (highest dose often 115 µM), inactives show top-dose activity, negative = inhibition, actives largely listed as inhibitors
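Fluorescent replication assay read twice, at 0 min and 10 min after adding 50 nM (final) substrate. Enzyme (10 nM) and compounds were first incubated 15 min at room temperature; enzyme-free buffer wells were negative controls.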
POLH inh: blocks human DNA polymerase eta activity; Q9Y253; recombinant Pol eta, fluorescent DNA replication assay; Potency, µM (top dose mostly 114 µM), without a hit: at the top dose activity change, negative = inhibition, usual class: inhibitors; 390,000 tested, 1.2% active; AID 588591; also: % is scaled to controls: 0 for no effect and ±100 for the full control effect
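Pol eta at 10 nM preincubated with compounds 15 min at room temperature; reaction started with fluorescent substrate (50 nM final) and read kinetically at 0 and 10 min.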
BLM helicase inh: inhibitors of human Bloom syndrome helicase BLM; Potency, µM (highest dose often 56.1 µM), for inactives: top-dose activity change, negative = inhibition, actives largely listed as inhibitors; 350,000 tested, 0.2% active; recombinant BLM DNA unwinding, fluorescence dequenching; P54132; AID 2528;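 also: plate controls were vehicle for no effect and no enzyme for full effect; nearly all actives have a fitted effect of over 35% in size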
BAZ2B block: blocks human BAZ2B. 360,000 tested, 4.4% active. Potency, µM (highest dose often 114 µM), inactives show at the top dose activity change, negative = inhibition, most hits filed as inhibitors. AlphaScreen BAZ2B-H3K14Ac peptide displacement. Q9UIF8; also: % is scaled to controls: 0 for no effect and ±100 for the full control effect; nearly all actives have a fitted effect of over 60% in size
Target sequence (Q9UIF8 whole entry, looked up): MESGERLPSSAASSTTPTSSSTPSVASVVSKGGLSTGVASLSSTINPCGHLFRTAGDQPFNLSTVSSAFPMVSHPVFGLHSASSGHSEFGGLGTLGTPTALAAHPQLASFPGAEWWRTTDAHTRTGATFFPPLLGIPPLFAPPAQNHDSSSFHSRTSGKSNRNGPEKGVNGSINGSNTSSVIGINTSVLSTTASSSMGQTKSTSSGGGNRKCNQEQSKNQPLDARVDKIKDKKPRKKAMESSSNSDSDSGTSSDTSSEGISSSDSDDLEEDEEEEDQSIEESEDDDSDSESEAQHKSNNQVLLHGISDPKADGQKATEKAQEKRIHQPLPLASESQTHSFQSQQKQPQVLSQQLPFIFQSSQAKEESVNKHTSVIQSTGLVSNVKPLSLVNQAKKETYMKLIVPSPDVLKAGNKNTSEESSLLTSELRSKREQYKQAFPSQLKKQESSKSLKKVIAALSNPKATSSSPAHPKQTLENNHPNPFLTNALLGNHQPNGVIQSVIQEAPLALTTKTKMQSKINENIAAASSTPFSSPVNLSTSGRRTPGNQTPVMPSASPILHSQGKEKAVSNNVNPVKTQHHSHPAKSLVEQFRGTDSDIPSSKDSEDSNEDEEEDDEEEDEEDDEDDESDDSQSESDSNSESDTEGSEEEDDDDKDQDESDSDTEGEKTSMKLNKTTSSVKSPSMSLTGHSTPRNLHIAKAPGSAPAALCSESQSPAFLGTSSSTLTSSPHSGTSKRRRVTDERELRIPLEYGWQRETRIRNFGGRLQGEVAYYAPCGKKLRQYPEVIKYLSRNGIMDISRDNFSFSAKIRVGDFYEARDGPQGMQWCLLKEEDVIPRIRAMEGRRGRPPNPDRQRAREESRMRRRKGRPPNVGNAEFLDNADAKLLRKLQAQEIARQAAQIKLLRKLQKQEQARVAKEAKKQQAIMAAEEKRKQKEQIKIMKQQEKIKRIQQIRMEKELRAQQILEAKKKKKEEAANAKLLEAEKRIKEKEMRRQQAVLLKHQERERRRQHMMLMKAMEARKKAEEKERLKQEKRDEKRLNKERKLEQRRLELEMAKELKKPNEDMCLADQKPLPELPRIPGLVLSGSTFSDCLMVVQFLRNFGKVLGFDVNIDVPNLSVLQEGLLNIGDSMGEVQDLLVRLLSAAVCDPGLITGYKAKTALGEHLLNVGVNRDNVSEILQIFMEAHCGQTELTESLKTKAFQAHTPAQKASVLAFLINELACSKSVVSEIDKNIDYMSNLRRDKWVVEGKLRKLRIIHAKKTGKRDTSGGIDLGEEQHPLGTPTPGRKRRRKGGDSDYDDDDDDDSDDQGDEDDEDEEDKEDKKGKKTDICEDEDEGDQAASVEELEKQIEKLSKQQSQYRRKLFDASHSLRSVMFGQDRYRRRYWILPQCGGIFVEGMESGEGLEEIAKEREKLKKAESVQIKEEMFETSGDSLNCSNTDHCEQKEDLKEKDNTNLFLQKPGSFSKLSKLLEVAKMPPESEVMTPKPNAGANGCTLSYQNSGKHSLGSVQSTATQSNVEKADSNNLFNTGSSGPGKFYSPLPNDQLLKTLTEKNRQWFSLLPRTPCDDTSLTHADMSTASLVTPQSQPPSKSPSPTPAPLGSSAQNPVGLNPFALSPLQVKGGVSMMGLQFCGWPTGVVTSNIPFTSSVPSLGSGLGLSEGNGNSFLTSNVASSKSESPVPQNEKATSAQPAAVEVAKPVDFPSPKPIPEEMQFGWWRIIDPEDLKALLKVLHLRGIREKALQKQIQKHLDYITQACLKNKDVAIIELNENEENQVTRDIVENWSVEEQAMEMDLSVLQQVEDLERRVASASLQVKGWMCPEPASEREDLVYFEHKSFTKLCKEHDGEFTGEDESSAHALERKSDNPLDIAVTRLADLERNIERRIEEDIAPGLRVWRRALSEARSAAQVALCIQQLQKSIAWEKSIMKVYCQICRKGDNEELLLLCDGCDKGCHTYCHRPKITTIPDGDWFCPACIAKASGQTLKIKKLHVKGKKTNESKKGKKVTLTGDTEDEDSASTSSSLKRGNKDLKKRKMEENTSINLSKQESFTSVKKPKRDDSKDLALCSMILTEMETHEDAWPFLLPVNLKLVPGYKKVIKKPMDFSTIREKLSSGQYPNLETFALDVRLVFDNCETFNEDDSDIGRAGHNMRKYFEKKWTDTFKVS
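BAZ2B 50 nM plus b-H3(5-23)K14Ac 50 nM, PBS pH 7.4/0.01% Tween-20, 30 min RT; compound added (max 110 uM), 30 min RT; streptavidin donor/Ni-chelate acceptor beads 10 ug/mL final, 20 min dark; AlphaScreen read.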
G9a block: blocks human histone lysine methyltransferase G9a. Q96KQ7. G9a H3K9 monomethylation, AlphaScreen, 2 h. Potency, µM (titrated, usually from 102 µM), without a hit: at the highest dose activity, negative = inhibition, most hits filed as inhibitors. 350,000 tested, 8.8% active. AID 504332; also: % is scaled to controls: 0 for no effect and ±100 for the full control effect; nearly all actives have a fitted effect of over 75% in size
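G9a (20 nM) was preincubated 15 min with compound, then reacted 2 h at room temperature with 500 nM biotin-H3K9 peptide and 20 µM SAM. Monomethyl-H3K9 detected by AlphaScreen using anti-H3K9me1 antibody.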
Pol kappa inh: inhibitors of human DNA polymerase kappa. Q9UBT6. purified Pol kappa, fluorescent DNA synthesis assay, 10 min. Potency, µM (doses to about 107 µM), inactives show at the highest dose activity, negative = inhibition, actives largely listed as inhibitors. 400,000 tested, 0.53% active. AID 588579; also: % is scaled to controls: 0 for no effect and ±100 for the full control effect
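Kinetic fluorescence readout at 0 and 10 min followed reaction start with substrate at 50 nM final. Beforehand, enzyme (10 nM Pol kappa) stood 15 min with compound at room temperature; buffer-only wells were negative controls.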
Apoferritin bind: candidate novel general anesthetic via apoferritin binding. apoferritin/1-aminoanthracene competitive binding, fluorescence. Potency, µM (doses to about 77.5 µM), without a hit: at the top dose activity change, negative = displacement, hits mostly inhibitors. 350,000 tested, 0.074% active. AID 485281; also: % is scaled to controls: 0 for no effect and ±100 for the full control effect; nearly all actives have a fitted effect of over 20% in size
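Apoferritin-based anesthetic binding model; compound displacement of fluorescent 1-AMA measured as endpoint fluorescence after 10 minutes at room temperature, scaled to free-ligand and complex controls.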
APE1 inh: inhibitors of human APE1 endonuclease; recombinant APE1, TAMRA/BHQ-2 abasic DNA cleavage fluorescence; Potency, µM (doses to about 65.8 µM), for inactives: at the top dose activity change, negative = inhibition, most hits filed as inhibitors; 350,000 tested, 0.35% active;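 also: plate controls were vehicle for no effect and reference inhibitor for full effect; nearly all actives have a fitted effect of over 55% in size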
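Quantitative HTS: incision of a TAMRA/BHQ-2 double-stranded substrate bearing a tetrahydrofuran abasic site by 0.75 nM APE1 raises fluorescence. Substrate 50 nM final, added after 15 min compound preincubation at room temperature; progress as third-minus-first kinetic read difference.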
Pol beta inh: DNA polymerase beta (human) inhibition. P06746. Pol beta primer extension/strand displacement, fluorescence kinetic. Potency, µM (doses to about 114 µM), for the others: at the highest dose activity change, negative = inhibition, usual class: inhibitors. 340,000 tested, 1.3% active. AID 485314; also: % is scaled to controls: 0 for no effect and ±100 for the full control effect
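Enzyme-only controls used 10 nM Pol beta; buffer lacking enzyme served as negative control. Compound preincubated 15 min, then 50 nM substrate added; 0 and 10 min reads at room temperature.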
Active calls of the source: *; ? = inconclusive; . = not tested or not shown; [ ] = dose if it differs, or a comment. Calls follow the shape of the dose curve; as a rule, active = well fitted curve in the direction sought with a large enough effect; inconclusive = small, poorly fitted or top-dose-only effect, or another doubt; inactive = no such curve, though single readings can be large; an effect the other way counts as inactive or inconclusive. Potency is read from the fitted curve at half-maximal effect. Some of the compounds tested; the hit share may differ from the screen's.

SMILES | BLM helicase inh | G9a block | POLI inh | Apoferritin bind | Pol beta inh | BAZ2B block | APE1 inh | POLH inh | Pol kappa inh
Cc1ccc(NC(=S)NCCSc2ccc(Cl)cc2)cc1 | -11% | 135%[activator][59 µM] | 54%[activator] | 4% | 5% | -6% | 15% | -8% | -1%
O=C(NCc1cccs1)c1cccnc1SCCS(=O)(=O)c1ccc(C(F)(F)F)cn1 | -5% | 16µM* | 35%[activator] | 1% | 2% | 2% | -6% | -6% | 0%
Cc1ccc2cc(CN(CC3CCCO3)C(=S)NCc3ccco3)c(=O)[nH]c2c1 (stereo unspecified) | -5% | ? | 64%[activator] | -18% | -10% | -34% | 3% | -8% | -1%
O=C(Cn1cc([N+](=O)[O-])ccc1=O)Nc1ccc2c(c1)OCO2 | . | -3%[59 µM] | 25% | . | . | 8% | 10% | -7% | -9%
Cc1ccc(NC(=O)C(Cc2ccccc2)NS(=O)(=O)c2cccc3nsnc23)c(C)c1 (stereo unspecified) | -2% | 1%[59 µM] | 2% | ? | 1% | . | . | -16% | -14%
Cc1c(C(=O)N2CCN(c3ccccn3)CC2)cccc1[N+](=O)[O-] | -4% | -6%[59 µM] | 159%[activator] | -4% | 26% | -11% | 0% | -10% | -13%
CCn1c2c(c3ccc(OC)cc31)CCCC2=O | 2% | -5%[12.7 µM] | 4% | -8% | -14% | 5% | -2% | -9% | -8%
O=C(OCc1nc2ccccc2s1)c1cccc(S(=O)(=O)N2CCOCC2)c1 | -10% | 12%[59 µM] | 0% | -18% | 23% | 18% | 10% | -14% | -2%
CCCc1ccc(-c2cc(NC(=O)CSc3n[nH]c(N)n3)n(-c3ccccc3)n2)cc1 | -13% | 2% | -6%[58.9 µM] | ? | -8% | ? | -7% | -17% | -24%
Cc1cccc(C)c1NC(=O)c1cc(S(=O)(=O)N2CCCc3ccccc32)ccc1F | -5% | 10%[59 µM] | 0% | 49%[activator] | 18% | -1% | . | -7% | -13%[60.1 µM]
Cc1ccc(NC(=O)C2CCCN2S(=O)(=O)c2cccc3nsnc23)c(Br)c1 (stereo unspecified) | -5% | ? | 28% | -6% | -4% | ? | . | -22% | -18%
Cc1csc(SC(C)C(=O)Nc2ccc(S(=O)(=O)N3CCCC3)cc2)n1 (stereo unspecified) | -4% | -9%[59 µM] | -3% | -11% | 2% | -1% | -3% | 10% | 2%
CCc1nn(CCCC(=O)NCc2ccccc2OC)c(=O)c2cc3occc3n12 | -1% | 9%[59 µM] | 0% | -5% | 21% | -21% | . | -4% | 4%
COc1cccc(NC(=O)NC2(C(=O)N3CCN(C)CC3)CCCCC2)c1 | 1% | -17% | -6% | 1% | 108% | 1% | 24% | -19% | 3%
COc1ccc(CC(=O)NC2CC(C)(C)NC(C)(C)C2)cc1 | 6% | 18%[59 µM] | 22% | 2% | 10% | -7% | 20% | -11% | -2%
Cc1ccc(S(=O)(=O)NC(CC(C)C)C(=O)N2CCOCCOCCOCCOCC2)cc1 (stereo unspecified) | 4% | -16% | 50%[activator] | -4% | 32% | -1% | 23% | -9% | -5%
O=C(N/N=C/c1ccccn1)c1cc(-c2ccc(Br)s2)[nH]n1 | -12% | 6% | -12% | -10% | 10µM* | -10% | -10% | -29% | -22%
O=C(N/N=C/C=C/c1ccc(Br)cc1)C(O)c1ccccc1 (stereo unspecified) | -3% | 7%[59 µM] | 6% | -16% | 31% | 6% | -3% | -11% | -15%
CCOC(=O)COc1ccc2c(c1)C(=O)CC(C)(C)O2 | 0% | 9%[59 µM] | 16% | 275%[activator] | 22% | 6% | 1% | -7% | -10%
Cc1onc(-c2ccccc2Cl)c1C(=O)Oc1cc(F)cc(F)c1 | -5% | 46%[59 µM] | 4% | 8% | -16% | 121%[activator] | . | -4% | -17%[60.1 µM]
COc1ccc(CNC(=O)C(C)n2nc(C)c3c(C)n(-c4ccc(C)cc4)nc3c2=O)cc1 (stereo unspecified) | -5% | -7% | 5% | -13% | ? | -20% | 2% | -11% | 0%
CSCCC(NS(=O)(=O)c1ccc2c(c1)oc(=O)n2C)C(=O)NCc1cccs1 (stereo unspecified) | -2% | . | -3% | 5% | -20% | 2% | 20% | -13% | -8%
C[C@@H]1C=CC(=O)O[C@@H]1c1ccc(Cl)cc1 | -4% | 19% | ? | ? | 20% | 5% | 18% | 2% | -8%
CC[n+]1ccccc1/C=C1\Sc2ccc(C)cc2N1C | -2% | 43%[0.501 µM] | ? | -7% | 71µM* | ? | -1% | -9% | 3%[60.1 µM]
CCOC(=O)Nc1ccc2c(c1)N(CCCN(C)C)c1ccccc1CC2 | 3% | -48%[59 µM] | 9% | -12% | 14% | -1%[0.457 µM] | 10% | -7% | -21%
Cc1ccccc1N1CCN(C(=S)c2ccc(-c3cccc([N+](=O)[O-])c3)o2)CC1 | 0% | 13µM* | -6% | ? | -2% | . | 1% | -12% | -17%
CCOCCCNC(=O)CCNS(=O)(=O)c1ccc(C)cc1 | -2% | 13%[12.7 µM] | -6% | -2% | 0% | 1% | 0% | 0% | -6%
COc1ccc2nc(NC(=O)CCc3ccc(OC)c(OC)c3)sc2c1 | -1% | -14% | 2% | -4% | 1% | -16% | 4% | -2% | 3%
CCc1cc(=O)oc2cc(C)cc(OCC(=O)NCCc3c[nH]c4ccccc34)c12 | -1% | 3%[12.7 µM] | -8% | ? | 12% | -20% | 16% | -2% | 9%
CC(=O)Nc1ccc(S(=O)(=O)N(CC(=O)O)Cc2ccccc2)cc1 | 1% | -22%[59 µM] | -19% | -3% | -1% | -26% | 7% | -5% | -11%
CCOC(=O)N1CCN(CC(=O)Nc2nnc(C(F)(F)F)s2)CC1 | 5% | . | 77%[activator] | 1% | -21% | ? | 10% | -10% | -3%
Cc1cc(NC(=O)CSc2nnc(C)n2C)no1 | 0% | 14% | -11% | -1% | -12% | 0% | 42% | -4% | -3%
Cc1ccc(NC(=O)N2CCN(C(=O)c3ccco3)CC2)cc1Cl | 0% | 12% | -4% | -7% | 0% | 1% | -10% | -18% | -2%
CCCC(=O)Nc1nc2nc(-c3ccccc3)cc(-c3ccccc3)n2n1 | -3% | ? | 9% | -11% | 48% | 1%[57.1 µM] | 3% | 14% | -8%
Cc1sc2ncnc(Nc3ccccc3)c2c1C | 2% | 15%[12.7 µM] | ? | -9% | -1% | 11% | -1% | -7% | -7%
Cc1nn(-c2ccccc2)c(C)c1C(=O)OCC(=O)NC(=O)NC1CCCCC1 | -19% | 15%[59 µM] | 4% | -20% | 2% | -37% | 10% | ? | -7%
CS(=O)(=O)N(CC(=O)NCc1ccncc1)c1cc(Cl)cc(Cl)c1 | 1% | -1% | -5% | -9% | 2% | -3% | 0% | -8% | 2%
O=S(=O)(c1ccc(Br)cc1)c1nc(-c2cccs2)oc1SCc1ccc(F)cc1 | -3% | -28%[59 µM] | 22% | -6% | 7% | 0% | . | -16% | 1%
CCCn1c(SCC(=O)N2CCc3ccccc32)nnc1-c1ccco1 | -3% | -26% | 10% | -13% | -10% | -9% | -5% | 12% | -1%
Cc1ccc(C)c(SCC(=O)Nc2oc(C)c3c(C)n[nH]c(=O)c23)c1 | . | 40µM* | 10% | . | . | -9% | -2% | -3% | -15%
Cc1cccc(C)c1-n1ncc(C(=O)Nc2ccc3c(c2)OCCO3)c1C1CCN(C(=O)OC(C)(C)C)CC1 | -14% | -42%[59 µM] | 5% | -17% | 4% | -19%[57.1 µM] | . | -19% | -15%
CCOc1ccc(-n2c(C)cc(/C=N/NC(=O)C(N)=O)c2C)cc1 | -4% | ? | 112%[activator] | -18% | 15% | ? | 13% | -23% | -4%

12 successive records already listed, quoted:
SMILES | BLM helicase inh | G9a block | POLI inh | Apoferritin bind | Pol beta inh | BAZ2B block | APE1 inh | POLH inh | Pol kappa inh
COc1ccc2nc(NC(=O)CCc3ccc(OC)c(OC)c3)sc2c1 | -1% | -14% | 2% | -4% | 1% | -16% | 4% | -2% | 3%
CCc1cc(=O)oc2cc(C)cc(OCC(=O)NCCc3c[nH]c4ccccc34)c12 | -1% | 3%[12.7 µM] | -8% | ? | 12% | -20% | 16% | -2% | 9%
CC(=O)Nc1ccc(S(=O)(=O)N(CC(=O)O)Cc2ccccc2)cc1 | 1% | -22%[59 µM] | -19% | -3% | -1% | -26% | 7% | -5% | -11%
CCOC(=O)N1CCN(CC(=O)Nc2nnc(C(F)(F)F)s2)CC1 | 5% | . | 77%[activator] | 1% | -21% | ? | 10% | -10% | -3%
Cc1cc(NC(=O)CSc2nnc(C)n2C)no1 | 0% | 14% | -11% | -1% | -12% | 0% | 42% | -4% | -3%
Cc1ccc(NC(=O)N2CCN(C(=O)c3ccco3)CC2)cc1Cl | 0% | 12% | -4% | -7% | 0% | 1% | -10% | -18% | -2%
CCCC(=O)Nc1nc2nc(-c3ccccc3)cc(-c3ccccc3)n2n1 | -3% | ? | 9% | -11% | 48% | 1%[57.1 µM] | 3% | 14% | -8%
Cc1sc2ncnc(Nc3ccccc3)c2c1C | 2% | 15%[12.7 µM] | ? | -9% | -1% | 11% | -1% | -7% | -7%
Cc1nn(-c2ccccc2)c(C)c1C(=O)OCC(=O)NC(=O)NC1CCCCC1 | -19% | 15%[59 µM] | 4% | -20% | 2% | -37% | 10% | ? | -7%
CS(=O)(=O)N(CC(=O)NCc1ccncc1)c1cc(Cl)cc(Cl)c1 | 1% | -1% | -5% | -9% | 2% | -3% | 0% | -8% | 2%
O=S(=O)(c1ccc(Br)cc1)c1nc(-c2cccs2)oc1SCc1ccc(F)cc1 | -3% | -28%[59 µM] | 22% | -6% | 7% | 0% | . | -16% | 1%
CCCn1c(SCC(=O)N2CCc3ccccc32)nnc1-c1ccco1 | -3% | -26% | 10% | -13% | -10% | -9% | -5% | 12% | -1%
